# High-throughput results deposited in PubChem BioAssay by The Scripps Research Institute Molecular Screening Center.
# EBNA-1 inh = blocks EBNA-1 binding to DNA; EBNA-1 DNA binding, fluorescence polarization; inhibition, % at 14.8 µM; actives 0.34% (n = 300,000); AID 1950; in the data active = inhibition above about 28%
# PAFAH2 FP inh = inhibitors of human PAFAH2 | Q99487 | actives 0.99% (n = 340,000) | AID 492956 | inhibition, % at 3.39 µM | recombinant PAFAH2, FP-rhodamine activity probe, fluorescence polarization;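 active = inhibition above the mean over all tested compounds plus 3 SD, cut at about 30% in these data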;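 note: inhibitors block probe labeling of enzyme so polarization drops; 0% = enzyme with DMSO and 100% = wells lacking PAFAH2 protein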
# PAFAH1B2 inh = PAFAH1B2 (human) inhibition; P68402; recombinant PAFAH1B2, FP-rhodamine activity probe, fluorescence polarization; inhibition, % at 3.39 µM; actives 1.2% (n = 340,000);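 active = inhibition above the mean of all tested compounds plus 3 SD, cut at about 24% in these data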;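 note: 0% = enzyme with DMSO and 100% = wells lacking PAFAH1B2; many of its hits are not listed in these tables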
# Target sequence (P68402 whole entry, looked up): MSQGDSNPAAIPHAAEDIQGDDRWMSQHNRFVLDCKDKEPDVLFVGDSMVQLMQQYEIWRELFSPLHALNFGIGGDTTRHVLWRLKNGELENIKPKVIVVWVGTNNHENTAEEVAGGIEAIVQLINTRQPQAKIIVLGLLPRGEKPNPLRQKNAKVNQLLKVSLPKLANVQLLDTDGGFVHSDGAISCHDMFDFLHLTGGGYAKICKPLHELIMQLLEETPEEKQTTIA
# PAFAH1B3 FP inh = inhibitors of human PAFAH1B3; inhibition, % at 3.39 µM; actives 0.28% (n = 340,000); AID 492972; recombinant PAFAH1B3, FP-rhodamine probe, fluorescence polarization;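 active = inhibition above the screen-wide average of all tested compounds plus 3 SD, cut at about 25% in these data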;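 note: 0% = enzyme with DMSO only and 100% = wells lacking PAFAH1B3 protein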
# PREPL inhibitor = inhibitors of human prolyl oligopeptidase-like enzyme PREPL; recombinant PREPL, fluorescence polarization activity-based probe; AID 2751; inhibition, % at 5.96 µM; actives 0.68% (n = 320,000); Q4J6C6; in the data active = inhibition above about 43%;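 note: 0% = enzyme with DMSO and 100% = wells lacking enzyme; many of its hits are not listed in these tables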
# LYPLA2 counter = counter-screen for PME1 inhibitors: inhibitors of human LYPLA2 | recombinant LYPLA2, FP-Rh probe fluorescence polarization | inhibition, % at 5.9 µM | AID 2177 | actives 0.38% (n = 320,000) | O95372;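 active = inhibition above the screen-wide mean plus 3 SD, limit set per campaign, cut at about 26% in these data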;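 note: 0% = LYPLA2 with DMSO and 100% = wells lacking LYPLA2 enzyme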
# Target sequence (O95372 whole entry, looked up): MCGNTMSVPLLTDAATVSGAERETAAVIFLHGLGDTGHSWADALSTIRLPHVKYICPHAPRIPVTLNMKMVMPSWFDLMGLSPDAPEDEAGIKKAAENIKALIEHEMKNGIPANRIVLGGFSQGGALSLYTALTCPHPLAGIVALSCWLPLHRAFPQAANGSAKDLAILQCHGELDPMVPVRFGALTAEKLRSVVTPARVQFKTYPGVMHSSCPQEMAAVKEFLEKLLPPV
# pPAFAH FP inh = inhibitors of human plasma PAF acetylhydrolase (pPAFAH) | actives 1.5% (n = 330,000) | recombinant pPAFAH, FP-rhodamine probe fluorescence polarization | Q13093 | inhibition, % at 3.39 µM;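 active = inhibition above the mean inhibition across the screen plus 3 SD, cut at about 25% in these data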;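 note: inhibitors block binding of the rhodamine activity-based probe so polarization drops; 0% = enzyme with DMSO and 100% = wells lacking pPAFAH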
# Target sequence (Q13093 whole entry, looked up): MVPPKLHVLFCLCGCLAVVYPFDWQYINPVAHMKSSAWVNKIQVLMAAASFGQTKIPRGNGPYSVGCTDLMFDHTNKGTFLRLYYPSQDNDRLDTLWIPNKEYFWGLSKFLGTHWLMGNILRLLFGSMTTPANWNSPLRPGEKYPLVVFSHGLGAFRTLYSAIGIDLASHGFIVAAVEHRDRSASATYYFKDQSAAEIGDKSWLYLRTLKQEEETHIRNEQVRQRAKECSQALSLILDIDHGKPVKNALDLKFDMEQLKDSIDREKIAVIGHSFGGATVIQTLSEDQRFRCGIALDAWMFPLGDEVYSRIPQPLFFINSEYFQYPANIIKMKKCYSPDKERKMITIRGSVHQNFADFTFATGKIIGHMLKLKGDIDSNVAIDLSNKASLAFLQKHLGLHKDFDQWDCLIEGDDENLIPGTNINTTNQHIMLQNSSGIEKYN
# ZTA counter = ZTA (EBV) inhibition in EBNA-1 counter-screen. actives 0.15% (n = 320,000). inhibition, % at 11 µM. ZTA-DNA binding, fluorescence polarization. P03206; in the data active = inhibition above about 33%
# LYPLA1 counter = blocks human lysophospholipase 1, a PME1 counter-screen; O75608; recombinant LYPLA1, FP-Rh probe fluorescence polarization; inhibition, % at 5.9 µM; actives 0.16% (n = 320,000); AID 2174;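 active = inhibition above the mean of all tested compounds plus 3 SD, set per campaign, cut at about 14% in these data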;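 note: inhibitors block serine hydrolase probe labeling of LYPLA1 so polarization falls; 0% = enzyme with DMSO and 100% = wells lacking LYPLA1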
# Numbers without * were called inactive; / = not tested or not shown. Some of the compounds tested. The share of hits here may be higher or lower than overall.
SMILES,EBNA-1 inh,PAFAH2 FP inh,PAFAH1B2 inh,PAFAH1B3 FP inh,PREPL inhibitor,LYPLA2 counter,pPAFAH FP inh,ZTA counter,LYPLA1 counter
COc1ccc(/C=C/c2nc3ccccc3n2Cc2ccccc2OC)cc1,6,-4,-1,3,49*,6,14,-2,-2
CC(C)CCn1nnnc1C(c1ccc(F)cc1)N1CCC(C(N)=O)CC1 (stereo unspecified),-6,0,23,12,2,2,-2,3,-2
CCC(CC)N1CCN(Cc2nc3ccc([N+](=O)[O-])cc3c(=O)n2-c2ccccc2F)CC1,5,-4,10,14,9,6,2,-4,0
Cc1ccccc1Cn1nc(C)c(NC(=O)c2cc(-c3ccco3)on2)c1C,-6,-2,1,3,3,-2,11,-1,-1
Cc1nc2cc(Cl)c(Cl)cc2nc1C,0,6,2,10,14,7,1,-10,4
Cc1ccc(CNc2ccc3c(c2)ncn3C(C)C)cc1,-11,-4,15,5,28,4,6,5,4
CCC(=O)N1CCc2cc(S(=O)(=O)NCCC(=O)NC3CCCc4ccccc43)ccc21 (stereo unspecified),5,-7,-3,4,-2,2,-6,-7,-6
C=CCN(CC=C)C(=O)COC(=O)c1n[nH]c2ccccc12,-6,3,0,9,17,-4,2,-20,0
O=C(OCc1c(F)cccc1Cl)c1cc([N+](=O)[O-])ccc1N1CCOCC1,-2,8,1,7,25,3,4,-7,2
Cc1ccc(NC(=O)c2nc[nH]c2C(=O)N2CCc3ccccc3C2)cc1,/,1,1,-4,-10,1,1,8,-2
NCCOc1ccccc1-c1ccccc1,-5,-2,4,5,-20,8,6,-17,-1
CCCC(=O)N(CCN1CCOCC1)c1nc2cc(C)c(C)cc2s1,-13,-1,6,-5,6,10,-6,-2,-2
CCCCOc1ccc(C2=NNC(=O)CC2)cc1,9,3,-1,1,11,-2,2,-8,3
CC(=O)Nc1ccccc1NC(=O)c1cc(C)ccc1C,7,7,3,3,3,-1,2,4,-1
NNC(=O)CCn1nnc2ccccc21,4,-7,5,3,3,-6,-4,-6,-1
CCOC(=O)c1ccc(NC(=S)NC(=O)C2CCCC2)cc1,-7,-3,1,2,3,5,5,14,-3
COc1cc(CN2CCCC(CO)(Cc3cccc(Cl)c3)C2)cc2c1OCO2 (stereo unspecified),1,-4,4,7,2,-3,-1,-6,-1
COC(=O)Nc1nnc(-c2ccco2)s1,2,/,/,/,12,3,5,2,2
Cc1ccccc1NC1=C(Cl)C(=O)OC1NC(=O)c1ccccc1 (stereo unspecified),-8,0,1,-1,6,3,-1,12,2
CC(C)OC(=O)NCCOC(=O)Nc1ccc(Cl)cc1,2,0,1,5,2,1,2,-7,-1
N#Cc1c(-c2ccccc2)cc2nc3ccccc3n2c1N,-4,20,-5,9,10,-5,0,8,-4
Cc1cc(OCc2cc(C(=O)N(C)C3CCOC3)no2)cc(C)c1Cl (stereo unspecified),-7,6,2,10,1,1,4,5,1
CN1CCN(C(=O)CNc2ccc(C(F)(F)F)cc2[N+](=O)[O-])CC1,-14,12,3,8,2,2,-2,5,-1
COc1ccccc1OCCC(=O)OCC(=O)Nc1ccc2c(c1)OCO2,/,7,5,1,21,/,24,/,/
C[C@@H]1C(=O)O[C@@H]2[C@H](O)C34[C@H]5C[C@@H](C(C)(C)C)C36[C@H](OC(=O)[C@@H]6O)OC4(C(=O)O5)[C@@]12O (stereo partly specified),-3,4,0,16,6,-1,-1,2,3
# Next entries
SMILES,EBNA-1 inh,PAFAH2 FP inh,PAFAH1B2 inh,PAFAH1B3 FP inh,PREPL inhibitor,LYPLA2 counter,pPAFAH FP inh,ZTA counter,LYPLA1 counter
CCCCN1CNC(=S)N(CCc2ccccc2)C1,2,8,5,4,-6,-2,3,0,-4
CCCCN1CC[C@H]2C=CC[C@@H](C(=O)Nc3ccc(OC)cc3)[C@H]2C1=O,4,0,-6,1,-8,-6,-1,18,1
CCOC(=O)C1=C(C)OC(N)=C(C#N)C1c1ccccc1 (stereo unspecified),-3,3,3,7,0,-7,0,9,4
CC(C)(C)C1(O)CC(C(F)(F)F)=NN1C(=O)CCCc1ccccc1 (stereo unspecified),-12,-3,7,2,0,4,4,7,3
O=C(NCc1ccccn1)c1cn(Cc2ccccc2)nn1,2,-2,2,11,9,5,4,-2,2
O=C(NCCc1ccc2c(c1)OCCO2)c1cccc(S(=O)(=O)N2CCCC2)c1,/,7,0,9,2,0,36*,5,-1
Cc1ccc(NS(=O)(=O)c2ccc(Cl)c(C(=O)Nc3ccccc3-c3nc4ccccc4[nH]3)c2)cc1C,20,-61,-51,-112,-16,-146,11,7,-88
COc1ccc(NC(=O)CSc2nc(C3CC3)nc3ccccc23)cc1,-6,-2,4,-2,5,3,3,-2,-3
NNC(=O)CCc1nc2ccc(O)cc2[nH]1,-18,-4,-3,2,12,-1,0,0,-1
CCCC(c1nnnn1Cc1cccs1)N1CCN(c2nc3ccccc3s2)CC1 (stereo unspecified),-16,4,-1,-5,20,-2,2,-7,1
O=C(CNC(=O)C1COc2ccccc2O1)N/N=C\c1ccc(Br)cc1 (stereo unspecified),-14,2,-1,4,4,-4,-2,8,-1
Cc1ccc2nc3c(cc2c1)c(NS(=O)(=O)c1ccccc1)nn3CC(C)C,2,-5,3,5,-6,1,1,-5,-3
Cc1ccc(NC(=O)NC(=O)N(C2CCCCC2)S(=O)(=O)c2ccccc2)cc1,9,0,3,11,-6,-9,4,4,3
Oc1[nH]c2ccccc2c1N=NC(=S)N1CCOCC1,9,-2,7,9,-4,-4,8,18,-2
Cn1c(SCC(=O)NCc2ccco2)nnc1C1CCCC1,9,3,1,0,-2,-2,1,1,-2
CCC/C(=N/NC(=O)c1ccc2c(c1)OCO2)c1cccs1,4,9,-1,2,0,4,4,5,-1
CCN1CCN(C(=O)c2sc3ncnc(N4CCc5ccccc5C4)c3c2C)CC1,9,4,2,0,-21,-2,3,-10,-3
O=C(NC12CC3CC(CC(C3)C1)C2)C1CCCN1C(=O)Nc1ccccc1 (stereo unspecified),-6,-5,7,9,-2,-1,-2,12,2
CC(C)Nc1nnc(Sc2ccc(Cl)cc2[N+](=O)[O-])s1,10,8,-4,-2,1,9,3,4,2
COc1ccc(CC(=O)NCCc2ccc(Cl)cc2Cl)cc1,-8,-8,6,9,3,7,0,-14,3
COc1cccc(C(=O)N/N=c2/oc3ccccc3cc2C(N)=O)c1,4,2,8,3,5,-1,3,6,-2
O=C(CCC(=O)c1cccs1)NNC(=O)c1cccc(Cl)c1,6,3,2,2,-3,1,0,6,-5
Cc1nc2ccccn2c1C(=O)CSc1ccccc1,-12,7,8,4,-4,8,9,6,1
CCCCNC(=S)NNC(=O)c1nn(C)c(C)c1Cl,0,-4,2,5,-3,3,2,7,1
CCOC(=O)Cc1csc(NC(=O)c2ccc(C)o2)n1,-5,3,1,8,-5,-9,-1,-13,-2
# Other results follow.
SMILES,EBNA-1 inh,PAFAH2 FP inh,PAFAH1B2 inh,PAFAH1B3 FP inh,PREPL inhibitor,LYPLA2 counter,pPAFAH FP inh,ZTA counter,LYPLA1 counter
O=C(COC(=O)c1ccc2c(c1)S(=O)(=O)N=C1CCCCCN12)NCCc1ccc(F)cc1,3,9,14,12,9,3,3,-15,2
Cc1cc(Cl)cc2sc(NC(=O)C3CC3)nc12,8,-4,-1,-2,-6,1,-1,7,-1
C=CCNC(=O)Nc1ccc(F)cc1F,-1,-5,-1,-4,5,-3,0,16,0
CCCN(CC(=O)Nc1ccccc1OC)C(=O)c1ccc2[nH]c3c(c2c1)CC(C)CC3 (stereo unspecified),/,2,10,3,6,-1,12,3,-4
CN(CCOc1ccc(-c2ccn(S(=O)(=O)c3ccc(Cl)cc3)n2)cc1)c1ccccn1,-8,2,23,4,0,-9,-5,-14,-6
CCCC1=NN(C(=O)C(=O)Nc2ccc(Br)cc2)C(O)(C(F)(F)F)C1 (stereo unspecified),4,3,2,5,-11,0,9,-10,-6
COc1ccc(NC(=O)CSc2nnnn2-c2ccccc2OC)c(OC)c1,5,0,0,6,0,0,3,-9,-2
COc1cccc(C2C3=C(CC(C)(C)CC3=O)Nc3cc(OC)c(OC)cc32)c1 (stereo unspecified),2,4,3,0,17,5,11,-8,4
COc1cccc(Cl)c1NC(=O)N1CCN(c2cc(C)nc3ccccc23)CC1,-6,-5,6,-2,0,7,8,10,1
CC(C)CNc1nc(N)c([N+](=O)[O-])c(N2CCCCCC2)n1,5,-3,8,11,1,3,5,-2,3
Cc1cc(C)c(CN2CCN(C(=O)Cn3cnc(C(=O)Nc4ccc(C)c(C)c4)n3)CC2)c(C)c1,/,-5,1,2,/,/,8,/,/
CCC1CCCCN1C(=O)CCn1ccnc1 (stereo unspecified),-4,7,8,7,4,-3,2,9,-4
CCCC1CC(c2csc(N)n2)CCO1 (stereo unspecified),5,3,4,3,0,8,1,-8,2
CCCOc1cc(C)c(S(=O)(=O)NCCOC)cc1C,-2,-2,5,5,-3,-3,-2,1,-2
COc1ccc(C(=O)CCC(C)(C)[N+](=O)[O-])cc1,-16,-4,2,5,12,5,4,-8,2
O=C(Nc1ccc(C(F)(F)F)cc1)N1CCN(c2ccnc3cc(Cl)ccc23)CC1,-2,/,/,/,-1,-25,-2,7,-19
c1ccc(CN(Cc2ccccc2)Cc2nnc(-c3cc4ccccc4[nH]3)s2)cc1,/,-1,-4,-2,12,/,1,/,/
Cc1noc(C)c1S(=O)(=O)N(C)C[C@H]1Oc2c(NC(=O)Nc3ccc4c(c3)OCO4)cccc2C(=O)N([C@H](C)CO)C[C@@H]1C,/,8,2,8,35,/,3,/,/
N/C(=N\OC(=O)c1ccccc1Cl)c1ccccc1,-9,-9,4,-2,-1,-3,3,-8,1
Cc1nc(-c2ccc(F)cc2)c(CC(=O)N2CCN(S(=O)(=O)c3cccc(F)c3)CC2)s1,7,0,5,7,23,7,4,1,3
Cc1ccc(NC(=O)CCC(=O)N/N=C/c2cccs2)cc1,-6,0,2,11,-11,1,-3,10,-1
Cc1ccc(N2CN(CCC3=CCCCC3)CNC2=S)cc1,-16,-5,1,4,12,-6,-4,3,0
COc1ccccc1NC(=S)N1CCN(c2nc(-c3ccccc3)cs2)CC1,-9,-2,4,2,9,-2,4,11,-4
Cc1c(NC(=O)C(C)OC(=O)c2ccccc2O)c(=O)n(-c2ccccc2)n1C (stereo unspecified),/,-4,6,0,4,/,4,/,/
C1CCN=C(Nc2nc3c(s2)CCCC3)CC1,0,-5,3,-1,14,7,2,5,4
# Continued.
SMILES,EBNA-1 inh,PAFAH2 FP inh,PAFAH1B2 inh,PAFAH1B3 FP inh,PREPL inhibitor,LYPLA2 counter,pPAFAH FP inh,ZTA counter,LYPLA1 counter
CCC(=O)N1CCc2cc(Br)cc(S(=O)(=O)NCC3CCCN3CC)c21 (stereo unspecified),5,3,0,6,1,8,6,-21,4
Cn1c(=O)[nH]c(=O)c2c1nc(Br)n2CCCSc1nc2ccccc2o1,9,0,4,4,1,-4,7,-5,1
CCCC1c2ccc(C)n2CCN1C(=O)Nc1ccccc1Cl (stereo unspecified),-4,0,6,-5,14,3,2,3,0
COc1ccc(N2CCN(C(=O)c3ccc4c(=O)n(Cc5ccc6c(c5)OCO6)c(=O)[nH]c4c3)CC2)cc1,5,4,-4,2,4,2,0,8,1
Cc1ccc(OCC(=O)NC(=S)Nc2ccc(S(=O)(=O)Nc3cc(C)on3)cc2)c(Br)c1,-5,2,3,4,-5,3,1,-3,-3
CC(C)C[C@H](NC(=O)c1nc[nH]c1C(=O)NCCNC(=O)OC(C)(C)C)C(=O)CNCCNC(=O)c1[nH]cnc1C(=O)N[C@@H](C)C(=O)OC(C)(C)C,/,3,10,6,18,/,-2,/,/
